# D2 agonist – HTS Assay for Allosteric Agonists of the Human D2 Dopamine Receptor: Primary Screen for Agonists; HEK293 T-REx D2 cells, calcium flux agonist mode; activation, % at 2 µM; actives 0.53% (n = 340,000); AID 485358, 2010;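 active = activation over 3 SD above normal in the single-dose calcium agonist read, cut at about 30% in these data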; note: 0% is about no effect
#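 Calcium-flux readout, 1 cycle/sec over 180 s following compound pin transfer, in inducible HEK293 Trex D2 cells (force-coupled); dopamine controls included. Positive calcium responses during this window marked compounds as potential agonists.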
# IDH1 R132H inh – qHTS for Inhibitors of mutant isocitrate dehydrogenase 1 (IDH1): qHTS; Potency, µM (top dose mostly 76.6 µM), without a hit: top-dose activity change, negative = inhibition, usual class: inhibitors; Isocitrate dehydrogenase [NADP] cytoplasmic (Homo sapiens), O75874; actives 0.093% (n = 390,000); IDH1-R132H enzyme, NADPH consumption, diaphorase/resazurin fluorescence; AID 602179, 2012; note: potency is the fitted concentration of half-maximal effect; % is set by controls: 0 for no effect and ±100 for the full control effect; nearly all actives have a fitted effect of over 65% in size
#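 IDH1-R132H (0.5 ug/mL) preincubated 30 min with compound, then NADPH (0.016 mM) and alpha-KG (2 mM) added; 80 min at RT, pH 7.5. Remaining NADPH coupled via diaphorase/resazurin to fluorescence (540/590 nm); concentration-response curves normalized to no-enzyme control.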
# TrxR1 inh – qHTS Assay for Inhibitors of Mammalian Selenoprotein Thioredoxin Reductase 1 (TrxR1): qHTS. Thioredoxin reductase 1, cytoplasmic (Rattus norvegicus), O89049. recombinant rTrxR1, NADPH fluorescence consumption, selenite substrate. Potency, µM (top dose mostly 114 µM), without a hit: at the top dose activity change, negative = inhibition, actives largely listed as inhibitors. actives 1% (n = 390,000). AID 588453, 2011; note: potency is the fitted concentration of half-maximal effect; % is set by controls: 0 for no effect and ±100 for the full control effect; nearly all actives have a fitted effect of over 65% in size
# Target sequence (O89049 whole entry, looked up): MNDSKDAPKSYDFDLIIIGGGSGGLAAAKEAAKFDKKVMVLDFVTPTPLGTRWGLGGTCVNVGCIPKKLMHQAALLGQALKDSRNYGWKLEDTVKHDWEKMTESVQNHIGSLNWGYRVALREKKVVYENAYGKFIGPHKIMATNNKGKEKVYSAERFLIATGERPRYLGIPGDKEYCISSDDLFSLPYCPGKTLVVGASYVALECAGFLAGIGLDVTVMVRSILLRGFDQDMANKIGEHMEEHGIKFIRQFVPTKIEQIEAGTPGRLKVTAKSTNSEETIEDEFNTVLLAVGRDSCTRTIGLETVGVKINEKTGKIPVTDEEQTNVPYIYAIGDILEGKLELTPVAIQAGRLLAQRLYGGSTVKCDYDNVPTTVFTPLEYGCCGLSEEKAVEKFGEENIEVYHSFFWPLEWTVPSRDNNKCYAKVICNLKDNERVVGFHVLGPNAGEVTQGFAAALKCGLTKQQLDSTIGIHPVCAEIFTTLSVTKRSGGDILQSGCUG
#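 Rat TrxR1 (90 nM in the dispensed reagent) was pre-reduced with 400 uM NADPH for 5 min at room temperature, then incubated with compound for 15 min. After 400 uM selenite was added, NADPH fluorescence (Ex 340/Em 450 nm) was followed for 8 min.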
# TRHR ag – qHTS for Small Molecule Agonists and Allosteric Enhancers of Human TRH Receptor: Primary Screen for Agonists; activation, % at 2 µM; AID 493084, 2011; actives 0.18% (n = 360,000); Thyrotropin-releasing hormone receptor (Homo sapiens), P34981; TRHR cells, calcium flux fluo-8, FDSS agonist mode; in the data active = activation above about 30%; note: 0% is about no effect
# Target sequence (P34981 whole entry, looked up): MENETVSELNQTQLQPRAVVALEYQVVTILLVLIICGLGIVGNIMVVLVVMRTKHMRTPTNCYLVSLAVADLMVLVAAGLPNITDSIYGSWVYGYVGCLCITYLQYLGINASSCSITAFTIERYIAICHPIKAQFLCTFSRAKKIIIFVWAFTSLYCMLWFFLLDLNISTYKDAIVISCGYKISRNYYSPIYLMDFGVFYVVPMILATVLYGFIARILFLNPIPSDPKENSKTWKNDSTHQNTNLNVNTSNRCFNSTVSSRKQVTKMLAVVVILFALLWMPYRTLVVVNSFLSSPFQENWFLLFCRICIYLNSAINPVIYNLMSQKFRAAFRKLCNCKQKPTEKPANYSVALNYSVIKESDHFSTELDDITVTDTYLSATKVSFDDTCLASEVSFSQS
#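 TRHR-expressing cells loaded with fluo-8 calcium dye; 23 nL library compound pin-transferred, kinetic FDSS fluorescence (Ex 480/Em 530) recorded about 180 s for agonist-induced calcium release, before a 10 nM TRH EC20 addition for potentiator mode.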
# Pin1 inhibitor – qHTS Assay to Find Inhibitors of Pin1; actives 0.009% (n = 390,000); Pin1 FP peptide displacement, HiFluor488, 10 min; Potency, µM (doses to about 115 µM), inactives show at the highest dose activity, negative = inhibition, hits mostly inhibitors; Peptidyl-prolyl cis-trans isomerase NIMA-interacting 1 (Homo sapiens), Q13526; active = well fitted inhibition curve with a large enough effect in the polarisation, with a control signal flat, not every such curve was filed as active; inconclusive = small, poorly fitted or top-dose-only effect, or effect the other way, or a change in a side signal; inactive = no such curve, though single readings can be large or run the other way; the % refers to the polarisation; note: potency is the fitted concentration of half-maximal effect; % is set by controls: 0 for no effect and ±100 for the full control effect
# Target sequence (Q13526 whole entry, looked up): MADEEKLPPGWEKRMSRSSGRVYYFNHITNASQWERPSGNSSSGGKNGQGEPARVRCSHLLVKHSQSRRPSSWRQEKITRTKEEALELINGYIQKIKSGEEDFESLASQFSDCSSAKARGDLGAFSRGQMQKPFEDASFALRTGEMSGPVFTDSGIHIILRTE
# D2 antag – HTS Assay for Allosteric Antagonists of the Human D2 Dopamine Receptor: Primary Screen for Antagonists; HEK293 TREx D2 cells, calcium flux, dopamine EC80; inhibition, % at 10 µM; actives 2% (n = 340,000); AID 485344, 2010; in the data active = inhibition above about 30%; note: 0% is about no effect
#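 Antagonism is scored as inhibition of an EC80 dopamine-evoked calcium signal in a force-coupled, tetracycline-inducible HEK293 T-REx D2 line, with compound present 180 s before agonist.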
# TRHR PAM – qHTS for Small Molecule Agonists and Allosteric Enhancers of Human TRH Receptor: Primary Screen for Enhancers; Thyrotropin-releasing hormone receptor (Homo sapiens), P34981; TRHR cells, fluo-8 calcium fluorescence, EC20 TRH enhancement; enhancement, % at 2 µM; actives 0.66% (n = 360,000); AID 493056, 2011; in the data active = enhancement above about 30%; note: 0% is about no effect
#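 Enhancer read-out: after compound pinning and an initial kinetic agonist-mode read, an EC20 of TRH (10 nM final) was injected and fluo-8 calcium signal (Ex 480/Em 530) followed at 1 s/cycle for 100 cycles in TRHR-expressing cells.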
# USP1 inh – Inhibitors of USP1/UAF1: Primary Screen. actives 0.23% (n = 390,000). recombinant USP1/UAF1, Ub-Rhodamine cleavage fluorescence. Potency, µM (highest dose often 57.1 µM), for inactives: at the highest dose activity change, negative = inhibition, hits mostly inhibitors; note: potency is the fitted concentration of half-maximal effect; % is set by controls: 0 for no effect and ±100 for the full control effect; nearly all actives have a fitted effect of over 60% in size; inactives centre near -12
#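 1 nM enzyme complex + cpd, 15 min RT; start with Ub-Rho 150nM final; kinetic fluorescence ex 480/em 540, 6 reads q60 s. Buffer 50mM HEPES pH 7.8, 0.5mM EDTA, 0.1 mg/ml BSA, 1mM TCEP, 0.01% Tween-20.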
# TrxR1 substrate – qHTS Assay for Substrates of Mammalian Selenoprotein Thioredoxin Reductase 1 (TrxR1): qHTS; Thioredoxin reductase 1, cytoplasmic (Rattus norvegicus), O89049; AID 588456, 2011; Potency, µM (titrated, usually from 114 µM), for the others: at the highest dose activity change, negative = substrate turnover; purified TrxR1 substrate turnover, NADPH consumption readout; actives 0.01% (n = 390,000); note: potency is the fitted concentration of half-maximal effect; % is set by controls: 0 for no effect and ±100 for the full control effect; nearly all actives have a fitted effect of over 50% in size
#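 Rat TrxR1, dispensed at 90 nM, was prereduced with 400 uM NADPH (final) for 5 min at ~22 deg C, then incubated with compound 15 min before 400 uM selenite. A first-read NADPH fluorescence drop versus no-compound background flagged substrates.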
# An asterisk follows results filed as active; ? = inconclusive; . = no result given; [ ] = remark or other dose. Unless noted, calls come from the whole dose curve; as a rule, active = well fitted inhibition curve with a large enough effect; inconclusive = small, poorly fitted or top-dose-only effect; inactive = no such curve, though single readings can be large or run the other way. A portion of the library; count on the stated rates, not on these rows.
SMILES,D2 agonist,IDH1 R132H inh,TrxR1 inh,TRHR ag,Pin1 inhibitor,D2 antag,TRHR PAM,USP1 inh,TrxR1 substrate
COc1ccc(C(=O)OCC(=O)N2CCCC2=O)c(OC)c1,-1.5,-11%,4%[57.1 µM],-0.3,4%,-3,-9,0%,9%[57.1 µM]
CCOC(=O)c1ccc(Nc2cc(C)nc3nc(C)nn23)cc1,-2.0,-2%,-23%,-0.9,4%,-4,-7,-19%,-18%
COc1ccc(OCC(=O)Nc2ccc(S(=O)(=O)Nc3cc(C)nc(C)n3)cc2)cc1,0.5,7%,8%,-1.4,0%,6,3,-10%,1%
O=C(COc1ccc2oc(-c3ccccc3)cc(=O)c2c1)Nc1ccccc1,21,0%,3%[57.1 µM],-0.4,-1%,-13,-1,-8%,-1%[57.1 µM]
O=c1c2c3c(sc2ncn1/N=C/c1ccccc1)CCCC3,-0.8,2%,0%,-0.2,1%,-12,-4,-9%,-5%
CCOc1cccc(CC(=O)NCc2ccc3c(c2)CCN3C(C)=O)c1OCC,1.0,7%,-2%[57.1 µM],-0.6,-4%,.,4,-16%,-4%[57.1 µM]
O=C(O)CCc1ccc(S(=O)(=O)Nc2ccccc2N2CCCCC2)cc1,.,-1%,-11%,.,-16%,.,.,-25%,4%
COc1ccccc1N1CCN(CC(=O)Nc2sccc2C#N)CC1,-1.4,2%,-7%,-1.7,11%,-5,5,-6%,-9%
CC(OC(=O)Nc1ccccc1)C(=O)OC1CCCCC1 (stereo unspecified),.,5%,0%,.,-2%,.,.,-33%,-5%
Cc1nn(C)c2c1c(-c1ccccc1)cc(=O)n2Cc1ccc(F)cc1,-0.6,-9%,22%[57.1 µM],2.7,6%,.,1,-15%,4%[57.1 µM]
CN(C(=O)c1cccc(C#N)c1)c1nnc(C2CCOC2)s1 (stereo unspecified),-0.5,0%,8%,0.4,-4%,11,1,-7%,6%
OC1(c2ccccc2F)CCN(Cc2nnnn2CCc2ccccc2)CC1,0.3,0%,5%,-0.2,-3%,0,-3,-14%,-2%
COc1ccccc1NS(=O)(=O)c1ccc2oc(=O)ccc2c1,-1.1,7%,5%[57.1 µM],0.1,-5%,-1,0,-26%,-9%[57.1 µM]
CCN1CCN(C2CCN(C(C)=O)CC2)CC1,1.9,.,.,0.2,.,-24,4,.,.
S=C(Nc1ccccc1)Nc1ccc(Cl)cc1Cl,-0.5,-3%,?,-0.3,-11%,-15,4,-7%,-1%[57.1 µM]
Cc1ccc(-c2csc(/C(C#N)=C/Nc3ccccc3SC(F)(F)F)n2)c(C)c1,1.4,0%,15%,-0.4,-3%,5,-4,-10%,5%
Cc1oc(-c2ccc(Cl)cc2)nc1CN1CCC(C(=O)N2CCN(Cc3ccccc3)CC2)CC1,0.0,13%,8%[57.1 µM],0.6,3%,19,9,-12%,-9%[57.1 µM]
Cc1ccc(-n2c(SCCC(C)C)nc3sc4c(c3c2=O)CC(C)(C)OC4)cc1,2.5,-1%,-6%,3.0,77%[activator],.,0,4%,-3%
COc1ccc(CCNC(=O)CSc2ccsc2[N+](=O)[O-])c(OC)c1,4.1,-5%,?,-1.0,?,-8,2,-19%,4%
O=C(CCCn1c(SCC(=O)NCCc2ccccc2)nc2ccccc2c1=O)NCC1CCCO1 (stereo unspecified),0.1,3%,12%[57.1 µM],-0.2,0%,0,1,-31%,7%[57.1 µM]
CCOC(=O)C1(Cc2cccc(F)c2)CCN(C(=O)c2ccoc2C)CC1,-0.7,3%,-5%,2.9,2%,-17,-4,-24%,-4%
COc1ccc(N2CCN(C(=O)c3cc4c(-c5cccc(OC)c5)nn(C)c4s3)CC2)cc1,-0.4,-2%,-12%,0.3,9%,9,5,-6%,-10%
COc1ccccc1/C=C/C(=O)NC(=S)N(C)C1CCCCC1,.,3%,9%[57.1 µM],.,-7%,.,.,-15%,-2%[57.1 µM]
O=C(Oc1ccc2c3c(c(=O)oc2c1)CCC3)c1ccco1,0.4,15%,-11%,-0.2,0%,-7,0,2%,45%[activator]
CS(=O)(=O)N(CC(=O)N1CCc2ccccc2C1)c1cccc(Br)c1,.,0%,17%,.,-1%,.,.,-19%,-3%

# Grouped by structure: those above containing a Cl atom (two)
SMILES,D2 agonist,IDH1 R132H inh,TrxR1 inh,TRHR ag,Pin1 inhibitor,D2 antag,TRHR PAM,USP1 inh,TrxR1 substrate
S=C(Nc1ccccc1)Nc1ccc(Cl)cc1Cl,-0.5,-3%,?,-0.3,-11%,-15,4,-7%,-1%[57.1 µM]
Cc1oc(-c2ccc(Cl)cc2)nc1CN1CCC(C(=O)N2CCN(Cc3ccccc3)CC2)CC1,0.0,13%,8%[57.1 µM],0.6,3%,19,9,-12%,-9%[57.1 µM]

# (further entries)
SMILES,D2 agonist,IDH1 R132H inh,TrxR1 inh,TRHR ag,Pin1 inhibitor,D2 antag,TRHR PAM,USP1 inh,TrxR1 substrate
CCCc1ccc(S(=O)(=O)NCc2nnc(SC)n2C)cc1,-0.3,0%,29%[57.1 µM],-0.5,0%,-10,0,-3%,8%[57.1 µM]
COc1cc(NC(=O)c2ccc(Cl)cc2)c(OC)cc1NC(=O)CN1CCOCC1,-0.7,1%,8%,-0.8,-3%,3,-4,-27%,4%
Nn1c(SCC(=O)Nc2ccc3c(c2)OCO3)nnc1C1CC1,.,2%,24%[57.1 µM],1.4,-13%,.,1,-5%,10%[57.1 µM]
Cc1cc(C)nc(Nc2nc3ccccc3[nH]2)n1,1.1,8%,-8%,-1.0,-9%,-6,-5,3%,-9%
CSc1ccccc1C(=O)Nc1cccc(C(C)=O)c1,-0.9,13%,13%,-0.2,-1%,-11,-1,-7%,-7%
O=C(O)c1cccc2c1C(=O)N(CC1CCCO1)C2 (stereo unspecified),-0.4,1%,11%[57.1 µM],-0.3,-1%,5,-2,-9%,3%[57.1 µM]
COc1cccc(-c2cc(C(F)(F)F)n3ncc(S(=O)(=O)c4ccccc4)c3n2)c1,0.1,3%,19%,0.7,-11%,3,1,-21%,70%[activator]
CSc1nc(NCCOCCO)c2sc3nc(-c4ccco4)c4c(c3c2n1)CCC4,0.7,6%,-38%,-0.3,36%[activator],6,1,-20%,14%[57.1 µM]
O=C(Nc1nc2ccccc2n1CCN1CCCCC1)c1ccco1,0.6,0%,-4%[57.1 µM],0.4,6%,-7,2,-2%,-10%[57.1 µM]
COc1c(C)cc(Br)cc1C(=O)Nc1ccccc1C,-1.5,-2%,23%,-0.5,-2%,8,-4,-13%,0%
Cc1ccnc(SCCn2c(N3CCC(C)CC3)nc3c2c(=O)n(C)c(=O)n3C)n1,.,6%,-1%,.,-2%,.,.,-10%,1%
O=C(O)C1CCCCC1C(=O)Nc1ccc(S(=O)(=O)N2CCCC2)cc1 (stereo unspecified),.,0%,16%,-0.5,-2%,.,2,-26%,2%
CCCCCCN1C(=O)C(O)=C(C(C)=O)C1c1ccc(Cl)cc1 (stereo unspecified),0.2,-1%,-12%[57.1 µM],-0.2,-1%,-10,13,-1%,-4%
CC[C@](C)(O)c1cc2ccccc2c(=O)o1,.,-2%,9%[57.1 µM],.,-1%,.,.,-3%,-2%[57.1 µM]
O=C(c1ccccc1)N1CCN(C(=O)c2ccc(OC(F)(F)F)cc2)CC1,-2.0,0%,2%[57.1 µM],-2.0,0%,-8,-13,-5%,4%[57.1 µM]
O=C(Nc1ccc(Cl)cc1)Nc1cccc(C(=O)O)c1,-0.7,-3%,-11%,-0.3,-11%,8,1,0%,-8%
Cc1cc(C(=O)COC(=O)C(C)NC(N)=O)c(C)n1Cc1ccco1 (stereo unspecified),-0.1,4%,7%[57.1 µM],0.0,5%,-15,5,2%,6%[57.1 µM]
CCN(CC(=O)Nc1ccc(NC(C)=O)cc1)C(=O)c1cc(-c2ccccc2)nn1-c1ccccc1,-0.3,6%,-8%,0.3,-1%,-1,3,0%,-7%
N#C/C(=C\c1cc2c(cc1Br)OCO2)C(=O)NCC1CCCO1 (stereo unspecified),0.2,-9%,-3%[57.1 µM],2.3,-4%,-5,-3,-22%,3%
CC(O)[C@H]1CC[C@H]2[C@@H]3CC[C@H]4C[C@@H](O)CC[C@]4(C)[C@H]3/C(=N/O)C[C@]12C (stereo partly specified),3.5,-21%,9%,1.9,0%,10,6,-14%,-3%
CCOC(=O)CCC(NC(=O)c1ccc(NCN2C(=O)CCC2=O)cc1)C(=O)OCC (stereo unspecified),0.2,8%,14%,-0.7,-6%,3,4,-19%,15%
Cc1nc2ccc(N3C(=O)CCC3=O)cc2[nH]1,0.2,2%,-3%,0.1,0%,12,-3,-3%,-9%
Cc1cccc(CN2CCN(c3ccccn3)CC2)c1,.,3%,23%,.,-4%,.,.,-24%,12%
CC1(C)NC(=O)N(CCSc2ccc(Cl)cc2)C1=O,-1.2,7%,7%,-0.7,-2%,-6,-2,-9%,5%
Cc1cccc(S(=O)(=O)N2CN(Cc3ccco3)c3nc4ccccc4nc32)c1,0.0,7%,?,0.9,?,-9,0,-20%,-2%
O=C(Nc1ccc2nc3n(c(=O)c2c1)CCCCC3)c1cccc(C(F)(F)F)c1,-1.2,-3%,-8%,-2.0,0%,.,2,12%,-12%

# From PubChem BioAssay
